PAFAH1B2 inh: blocks human PAF acetylhydrolase 1b catalytic subunit 2; P68402; recombinant PAFAH1B2, FP-rhodamine activity probe, fluorescence polarization; inhibition, % at 3.39 µM; 340,000 compounds, 1.2% hits; AID 492953;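 active = inhibition above the mean of all tested compounds plus 3 SD, cut at about 24% in these data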;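 also: 0% = enzyme with DMSO and 100% = wells lacking PAFAH1B2; many of its hits are not listed in these tables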
Target sequence (P68402 whole entry, looked up): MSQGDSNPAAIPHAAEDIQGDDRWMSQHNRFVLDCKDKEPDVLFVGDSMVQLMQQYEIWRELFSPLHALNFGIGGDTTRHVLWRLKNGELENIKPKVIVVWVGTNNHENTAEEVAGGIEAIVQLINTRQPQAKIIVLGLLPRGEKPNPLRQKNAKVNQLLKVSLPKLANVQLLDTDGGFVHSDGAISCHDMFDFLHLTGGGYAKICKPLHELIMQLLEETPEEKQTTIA
PME-1 inh: PME-1 (human) inhibition. inhibition, % at 5.9 µM. Q9Y570. 320,000 compounds, 0.53% hits. recombinant PME-1, FP-Rh probe fluorescence polarization;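 active = inhibition above the campaign mean of all compounds plus 3 SD, cut at about 26% in these data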;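 also: competitive labeling of PME-1 active site by serine hydrolase directed probe; 0% = PME-1 with DMSO and 100% = wells lacking PME-1 enzyme; inhibitors block probe labeling so polarization falls and inhibition rises; many of its hits are not listed in these tables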
Target sequence (Q9Y570 whole entry, looked up): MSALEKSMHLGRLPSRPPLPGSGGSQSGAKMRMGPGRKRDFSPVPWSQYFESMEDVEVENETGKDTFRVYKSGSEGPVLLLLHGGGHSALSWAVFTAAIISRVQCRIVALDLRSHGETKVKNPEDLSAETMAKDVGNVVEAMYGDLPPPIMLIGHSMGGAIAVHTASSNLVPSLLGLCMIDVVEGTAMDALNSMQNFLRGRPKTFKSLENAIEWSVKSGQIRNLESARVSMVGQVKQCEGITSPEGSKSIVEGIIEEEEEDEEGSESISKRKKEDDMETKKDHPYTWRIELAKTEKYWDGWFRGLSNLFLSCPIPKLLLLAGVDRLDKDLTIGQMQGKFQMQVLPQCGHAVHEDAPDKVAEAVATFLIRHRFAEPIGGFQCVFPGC
GLD-1 TGE inh: GLD-1-TGE RNA interaction inhibition (C. elegans); purified GLD-1 + fluorescein TGE RNA, fluorescence polarization; inhibition, % at 5.96 µM; 320,000 compounds, 0.44% hits;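 active = percent inhibition above a per-plate cutoff, the plate mean of test compounds plus 3 SD, cut at about 30% in these data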;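 also: 0% = DMSO wells with GLD-1 and probe and 100% = wells lacking GLD-1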
BCLXL inh: inhibitors of human Bcl-xL; Q07817; GST-Bcl-xL / FITC-Bim BH3 peptide fluorescence polarization; inhibition, % at 10.9 µM; 320,000 compounds, 0.7% hits; AID 2129;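 active = inhibition above the mean of all tested compounds plus 3 SD, cutoff set per campaign, cut at about 30% in these data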;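 also: 0% = DMSO wells and 100% = unlabeled Bim-BH3 peptide competitor; inhibitors lower millipolarization by displacing the labeled peptide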
Target sequence (Q07817 whole entry, looked up): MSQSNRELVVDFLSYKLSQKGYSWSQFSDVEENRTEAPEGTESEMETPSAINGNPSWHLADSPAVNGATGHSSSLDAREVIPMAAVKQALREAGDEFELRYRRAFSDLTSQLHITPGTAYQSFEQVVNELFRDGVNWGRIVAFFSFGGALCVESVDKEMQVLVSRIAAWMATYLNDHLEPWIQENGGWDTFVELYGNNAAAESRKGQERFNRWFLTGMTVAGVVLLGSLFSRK
AHR act: activators of human aryl hydrocarbon receptor. AHR-responsive luciferase reporter cells, luminescence. activation, % at 5 µM. 320,000 compounds, 2.5% hits. AID 2796; in the data active = activation above about 47%;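 also: 0% = vehicle wells and 100% = reference agonist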
pPAFAH inh: pPAFAH (human) enzyme inhibition. Q13093. recombinant pPAFAH, FP-rhodamine probe fluorescence polarization. inhibition, % at 3.39 µM. 330,000 compounds, 1.5% hits. AID 463082;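 active = inhibition above the mean inhibition across the screen plus 3 SD, cut at about 25% in these data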;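 also: inhibitors block binding of the rhodamine activity-based probe so polarization drops; 0% = enzyme with DMSO and 100% = wells lacking pPAFAH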
MCL1-BIM inh: inhibitors of human MCL1 binding to BIM-BH3 peptide. GST-MCL1 / FITC-Bim-BH3 fluorescence polarization. inhibition, % at 10.9 µM. 320,000 compounds, 0.68% hits;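 active = inhibition above the mean inhibition of all tested compounds plus 3 SD, set per campaign, cut at about 40% in these data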;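 also: 0% = DMSO wells and 100% = unlabeled Bim-BH3 peptide control; higher means more loss of mP so more displacement of Bim peptide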
MEX-5 binding: C. elegans MEX-5 TCR-2 RNA binding activity; activity score (negative = inhibition of binding), % at 10 µM; AID 1832; MEX-5/FITC-TCR2 RNA binding, fluorescence polarization; hits give low values; 300,000 compounds, 0.38% hits;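 active = inhibition past about -25% in most replicates, and total fluorescence under double the plate's negative control median, limit read from the data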;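 also: 0% = DMSO and -100% = 5 µM competing unlabeled TCR2 RNA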
Fam108B counter: counter-screen for RBBP9 inhibitors: inhibitors of mouse Fam108B | inhibition, % at 9.51 µM | 300,000 compounds, 0.33% hits | recombinant Fam108B, FP-Rh probe fluorescence polarization;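 active = inhibition above the screen mean inhibition plus 3 SD, computed separately per campaign, cut at about 18% in these data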;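 also: inhibitors lower polarization as less probe binds the enzyme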
* marks the source's active call; other numbers are inactive results; · = no result given; & = joins results of further samples. Not all compounds are listed; the hit share may differ from the screen's.

Results follow in this order: PAFAH1B2 inh	PME-1 inh	GLD-1 TGE inh	BCLXL inh	AHR act	pPAFAH inh	MCL1-BIM inh	MEX-5 binding	Fam108B counter
- COc1cccc(OC)c1C(=O)NC(=S)Nc1ccc2c(c1)OCCO2
 : -5	4	1	10	5	2	8	1.5	-3
- Cc1cc(C=O)c(C)n1-c1ccc(NC2CCCC2)c([N+](=O)[O-])c1
 : 10	7	-2	-1	-6	14	-1	-0.6	2
- Oc1ccccc1C1CC(c2cccs2)=NC(c2ccc(Cl)cc2)N1 (stereo unspecified)
 : 4	-1	-1	2	30	4	4	0.4	3
- CC(=O)Nc1ccc(S(=O)(=O)Nc2ccccc2C(=O)N2CCOCC2)cc1
 : 0	-2	-2	5	0	-3	3	-1.1	0
- COc1ccc2oc(C(=O)CCC(=O)O)c(N)c2c1
 : 3	0	0	1	2	2	-2	0.6	-1
- O=C(CSc1nccn1-c1ccccc1)NCc1ccc(F)cc1
 : 3	-5	4	4	-1	4	-6	-0.9	1
- CC(C)C[C@H]1CN=C(Nc2ccccc2)N1CC(C)C
 : -9	3	-3	0	1	7	-5	·	2
- COC(=O)c1ccc(CSc2nc(C(F)F)cc(C)c2C#N)o1
 : 0	3	0	-3	-3	3	-8	-0.7	0
- CC(C)CCn1cnc2c([nH]c3cccc(Cl)c32)c1=O
 : -3	4	-2	1	60*	3	-5	0.0	-5
- Cc1ccc(NS(=O)(=O)c2c(C(=O)N3CCOCC3)c(C)n(C)c2C)cc1C
 : 4	0	2	4	0	4	3	0.3	-2
- CCCCN(CCCC)CCCNC(=O)C1CC(c2cc(C(F)(F)F)cc(C(F)(F)F)c2)=NO1 (stereo unspecified)
 : 13	1	-8	6	1	4	5	1.2	3
- Cc1nccn1CC(=O)c1ccc(O)c(O)c1
 : -1	0	-4	2	-2	4	3	·	·
- Cc1cc(C)n2nc(SCC(=O)NCc3ccco3)nc2n1
 : 3	4	8	5	-1	1	10	-4.9	-3
- COc1ccc(C)cc1NS(=O)(=O)c1cccc2nonc12
 : 7	1	-1	-1	6	-1	1	-1.9	2
- CCN(Cc1ccccc1)C(=O)c1ccc(C)c(S(=O)(=O)N2CCCCC2)c1
 : 7	4	-1	6	2	-2	5	·	·
- Cn1cnnc1SCC(=O)NC1CC1
 : 5	·	3	·	0	2	·	·	·
- CN1CCN(/N=C2/C(=O)Nc3ccc([N+](=O)[O-])cc32)CC1
 : -4	-5	7	-3	-2	2	-5	0.5	2
- CSc1ccccc1C(=O)Nc1ccc2c(c1)OCCO2
 : 4	2	5	7	11	-5	0	1.7	3
- O=C(CN1C(=O)C(=O)c2ccccc21)NC1CCCCC1
 : 7	-4	4	1	5	0	6	0.9	3
- O=C(N/N=C\C1CC=CCC1)c1ccc(Br)o1 (stereo unspecified)
 : 2	-5	-2	-3	9	1	-2	-2.0	1
- CCCN1C2CCCC1CC(NC(=O)c1ccccc1)C2 (stereo unspecified)
 : 0	-5	-4	-1	-1	1	-4	-0.8	2
- O=C(NC1CCCCC1)[C@@H]1CSC2c3ccccc3C(=O)N21 (stereo partly specified)
 : 3	1	-3	-2	1	2	-5	0.9	-1
- O=C(O)CSc1nccn1-c1cccc(Cl)c1
 : 4	-3	-1	-1	14	-2	-7	-2.8	-7
- Cn1nc(CC(=O)Nc2ncc(Br)s2)c2ccccc2c1=O
 : 0	0	-5	2	36	3	3	1.3	-1
- Nc1n[nH]c(N)c1N=Nc1ccc(Cl)cc1
 : 2	6	7	1	-1	10	7	-1.3	-1
- O=[N+]([O-])c1cccc(-c2cc(C(F)(F)F)n3nc(-c4ccccc4)cc3n2)c1
 : 6	1	0	4	0	-1	0	1.2	9
- CN(CC(=O)NCCc1ccc(S(N)(=O)=O)cc1)S(=O)(=O)/C=C/c1ccccc1
 : 2	-4	4	3	1	3	0	-0.8	-1
- O=C(O)/C(=C\c1cccs1)Sc1nnc(-c2ccc(F)cc2)o1
 : 0	4	-5	1	2	3	10	-0.4	4
- COc1ccccc1/C=N/N1C(=O)C2C3C=CC(CC3)C2C1=O (stereo unspecified)
 : 0	-4	10	6	5	-1	-3	1.3	3
- CC(=O)Nc1cccc(-c2csc(NCc3ccco3)n2)c1
 : 4	1	-1	2	18	3	7	0.5	1
- Cc1nnc(NC(=O)Cn2nc(C)c3ccccc3c2=O)s1
 : 4	-3	0	1	-1	1	-6	-0.9	1
- CC(C)c1ccc(NC(=S)Nc2ccc(OC(F)(F)F)cc2)cc1
 : 3	-1	-8	2	7	-1	3	0.9	2
- CCN(CC)S(=O)(=O)c1ccc(N(C)Cc2ccc(C(F)(F)F)cc2)nc1
 : 3	-3	2	2	0	1	-1	1.3	-4
- O=C(COC(=O)CN1C(=O)C2CCCCC2C1=O)Nc1cc(S(=O)(=O)N2CCOCC2)ccc1Cl (stereo unspecified)
 : -4	5	-4	-1	-4	6	-4	-0.5	-1
- O=C(CCOc1ccccc1)Nc1ccc(Br)cc1
 : 4	0	8	1	2	1	3	2.8	-2
- Cc1ccc(N(C(=O)c2cnccn2)C(C(=O)NC2CCCCC2)c2ccc(O)cc2)cc1 (stereo unspecified)
 : 9	0	-3	6	-2	1	2	-0.5	-2
- CCNc1c(NS(=O)(=O)c2ccc(OC)c(Cl)c2)c(=O)oc2ccccc12
 : 3	-3	3	4	3	2	6	0.7	-3
- CCOCCCn1c(=NC(C)=O)c(C(=O)OCC)cc2c(=O)n3ccccc3nc21
 : 7&0	2	5	-2	-1	0	2	2.1	1
- Brc1ccc(-c2csc(-c3c[nH]c4ccccc34)n2)cc1
 : 4	24	8	-1	78*	-17	-14	-0.8	12
- Cc1ccc(NC(=O)c2ccco2)c(NC(=O)Cc2cccs2)c1
 : 2	6	1	5	14	6	10	2.5	2
- CCCCn1c(N)c(N(CC)C(=O)c2cc(S(=O)(=O)N3CCCCCC3)ccc2OC)c(=O)[nH]c1=O
 : 12	-1	4	4	2	0	1	-1.6	1
- COc1ccc(CN2C(=O)C(CC(C)C)Nc3ncnc(N4CCN(c5ccccn5)CC4)c32)cc1 (stereo unspecified)
 : 4	-3	-4	0	5	6	0	0.6	6
- Cc1sc(NC(=O)C2CCCCC2C(=O)O)c(C(N)=O)c1C (stereo unspecified)
 : 2	-4	3	3	-2	1	11	-10	-2
- Cc1nnc2n1NC(c1ccc(Cl)cc1)C(C(=O)N(C)C1CCCCC1)S2 (stereo unspecified)
 : 5	2	8	3	-1	3	-1	-0.9	5
- COC(=O)c1c(NC(=O)Cc2cccs2)sc(C(=O)N2CCCCC2)c1C
 : 5	6	-3	-1	2	16	-2	-1.8	-1
- COc1cccc(-n2c(SCC(=O)NCCc3ccccc3)nnc2-c2ccoc2C)c1
 : 7	-1	13	4	0	-4	6	0.5	1
- O=C(NCc1ccccc1)C1CCCN(S(=O)(=O)c2cccc3nsnc23)C1 (stereo unspecified)
 : -3	14	-2	7	3	4	-6	-4.1	0
- O=C(O)c1ccc(NC(=O)c2cccs2)cc1
 : -1	2	5	1	3	2	2	-0.8	0
- COc1ccc(C(=O)NCCC2=CCCCC2)cc1
 : 7	-5	3	0	-5	2	-3	1.7	-1
- Cc1ccc(-c2nc(SCC(=O)NCCN3C(=O)CSC3=O)[nH]c2-c2ccc(C)cc2)cc1
 : ·	3	8	0	43	10	-9	-3.1	0
- COc1ccc(CCNC(=O)c2cc3c(=O)n4ccccc4nc3n(CCCN3CCOCC3)c2=N)cc1OC
 : 0	-14	-4	7	4	-10	0	-1.5	-3
- FC(F)(F)c1cnc(/C=C/Nc2ccccc2Cl)c(Cl)c1
 : 2	0	8	8	6	9	2	-0.2	8
- COc1ccccc1C(=O)NCCCn1cc(Br)c(C)n1
 : 3	0	0	-17	1	-1	-3	-4.9	-2
- Cc1ccc(NC(=S)N(CCN2CCCCC2)Cc2ccco2)cc1Cl
 : 0	-4	1	6	-1	1	7	0.7	6
- Clc1ccccc1C1=CC(c2ccco2)n2ncnc2N1 (stereo unspecified)
 : 0	-8	21	49*	14	3	50*	-9.0	-4
- C=CCn1c(SCC(=O)Nc2cc(C)on2)nnc1-c1ccccc1OC
 : 3	·	3	·	29	3	·	·	·
- O=C(O)c1ccc(NC(=O)c2cccc(N3C(=O)C4C5CCC(C5)C4C3=O)c2)cc1 (stereo unspecified)
 : -1	-3	5	-4	1	-1	-1	3.4	2
- Cc1cc(N2CCN(C3CCCC3)CC2)n2c(nc3ccccc32)c1C#N
 : 0	1	0	7	1	5	10	-0.3	1
- Cc1ccc(S(=O)(=O)NCc2ccc(C(=O)NC3CCC(C)CC3)cc2)cc1 (stereo unspecified)
 : 4	-4	-7	1	0	6	5	·	1
- O=C(NN=Cc1ccc(N2CCOCC2)s1)c1ccc([N+](=O)[O-])cc1
 : -1	·	0	·	16	7	·	·	·

Continuation:
Results follow in this order: PAFAH1B2 inh	PME-1 inh	GLD-1 TGE inh	BCLXL inh	AHR act	pPAFAH inh	MCL1-BIM inh	MEX-5 binding	Fam108B counter
- CC(=O)OCC(=O)Nc1ccc(Cl)cc1Cl
 : 4	-1	5	3	-2	-4	2	-1.4	3
- Cc1cccc(N2CCN(C(=O)c3ccc(Cl)c(S(=O)(=O)NCc4ccco4)c3)CC2)c1C
 : 1	-1	0	7	-8	14	4	1.4	2
- O=C(NNC(=O)C1CC(=O)N(Cc2ccccc2)C1)c1ccc(Br)cc1 (stereo unspecified)
 : -2	2	8	-2	-4	8	0	0.0	1
- CN(C)C=NC(=O)c1ccc([N+](=O)[O-])c(CS(=O)(=O)c2ccc(Cl)cc2)c1
 : 4	4	-1	5	-10	6	1	1.3	2
- Cc1nc2ccccc2c(=O)n1NC(=O)CCC(=O)O
 : 6	-1	7	9	-2	3	6	-0.5	-1

Screens: PubChem, several laboratories
